Screens as filed in PubChem.
Hsp70 inhibitors – small molecules displacing fluorescent ligand from Hsp70 – biochemical, fluorescence polarization, primary screen (AID 583); displacement, % at 20 µM; hits with a dose series show IC50 in µM; Hsp70 fluorescence polarization probe displacement, mP; higher % means a stronger effect; actives 0.06% (n = 140,000); in the data active = displacement above about 50%;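 note: plate controls were vehicle for no effect and reference ligand for full effect; a part of the inactive calls stands beside numbers as strong as those of hits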
MKP-3 inhibition – inhibition of rat DUSP6 enzyme activity – biochemical, in vitro, primary screen (AID 425). recombinant MKP-3 phosphatase activity, fluorescence; higher % means a stronger effect. actives 0.17% (n = 110,000). inhibition, % at 20 µM, or IC50 in µM where a hit was titrated; in the data active = inhibition above about 50%;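 note: plate controls were vehicle for no effect and reference inhibitor for full effect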
The depositor's hits bear a star; . = no result given; & = joins results of further samples.

compound,Hsp70 inhibitors,MKP-3 inhibition
O=C(COc1ccc2ccccc2c1)Nc1ccc(-c2nc3cccnc3o2)cc1,3.3%,5%
CCCc1[nH]nc2c1C(c1ccc(OC(=O)N3CCOCC3)cc1)C(C#N)=C(N)O2 (stereo not given),-1.2%,-2%
Cc1ccc(S(=O)(=O)N2CCCC2C(=O)OCc2ccco2)cc1 (stereo not given),-1.4%,-9%
O=C(CN1C(=O)c2ccccc2C1=O)Nc1cccc2ncccc12,-0.2%,3%
CCOC(=O)C1=C(c2ccccc2)OC(N)=C(C#N)C1c1cccs1 (stereo not given),3.0%,1%
O=C(O)c1cc(Nc2nc(N3CCOCC3)nc(N3CCOCC3)n2)ccc1Cl,-1.6%,-9%
Cc1ccc(NC2CC(C)N(C(=O)CN3C(=O)c4ccccc4C3=O)c3ccc(C)cc32)cc1 (stereo not given),4.4%,0%
O=c1ccc2cc(O)c(O)cc2o1,2.7%,.

Following part:
compound,Hsp70 inhibitors,MKP-3 inhibition
COC(=O)CCC(=O)Oc1ccc(-c2ccccc2)cc1,7.6%,0%
O=C(Nc1ccccc1-c1ccccc1)NC1CCN(C(=O)N2CCOCC2)CC1,4.9%,-9%
CCOc1cc(OCC)cc(C(=O)Nc2ccc(N3CCOCC3)c(Cl)c2)c1,.,6%
Cc1sc2ncnc(NCc3ccccc3)c2c1C,-1.3%,.
Cc1ccc(NC(=O)/C=C\C(=O)O)c(C)c1,2.2%,0%
O=[N+]([O-])c1ccc(/C(=N\Nc2ccccc2)c2cc(O)ccc2O)cc1,-22%,4%
CCCCc1ccc(NS(=O)(=O)c2cccs2)cc1,0.6%,.
O=C(Cn1cc(/C=C2/C(=O)NC(=O)N(c3cccc(F)c3)C2=O)c2ccccc21)Nc1ccccc1,-11%,7%

(further entries)
compound,Hsp70 inhibitors,MKP-3 inhibition
CC(C)CNC(=O)C1CN(S(=O)(=O)c2ccccc2)CCN1S(=O)(=O)c1ccccc1 (stereo not given),1.0%,1%
Cc1cc(C)c2nc(N3CCCN(C(=O)c4cnccn4)CC3)c(C#N)cc2c1,1.9%,-1%
CCc1nc(SCc2cccnc2)c(C#N)cc1C,5.2%,11%
CCN(CC)c1ccc2cc(C(=O)Nc3ccccn3)c(=O)oc2c1,49%,3%
CCCn1nnc(NC(=O)c2cccc(OCC(C)C)c2)n1,3.7%,7%
CCOC(=O)N1CCN(C(=O)COc2ccc3c(c2)C(=O)CC2(CCN(C(C)=O)CC2)O3)CC1,1.1%,0%
O=c1c(F)cn(C2CCCO2)c(=O)n1Cc1c(F)cccc1Cl (stereo not given),2.1%,-9%
CSc1ccccc1NC(=O)c1c(F)cccc1F,-4.5%,1%

Going on with the list:
compound,Hsp70 inhibitors,MKP-3 inhibition
O=C(Oc1cccc(Br)c1)c1cccnc1,-1.7%,-6%
Cc1cccc(-n2ccnc2SCC(=O)Nc2nccs2)c1,2.4%,-8%
O=C(CSc1nnc(Cc2ccccc2)o1)c1ccc(Cl)cc1,-0.2%,1%
COc1ccc(-c2noc(CCC(=O)NC3CCN(Cc4ccccc4)CC3)n2)cc1,-2.4%,.
O=C1NC(=O)N(c2ccc(Cl)cc2)C(=O)/C1=C\c1ccc(N2CCCC2)cc1,11%,9%
COC(=O)c1ccc2nc(NC(=O)CN3C(=O)CCC3=O)sc2c1,1.5%,-2%
CCOP(=O)(OCC)C(Nc1ccc([N+](=O)[O-])cc1)c1c[nH]c2ccccc12 (stereo not given),5.0%,4%
CSC1=C(C#N)C(c2ccc(Br)cc2)CC(=O)N1 (stereo not given),2.8%,2%

Remaining list, next part
compound,Hsp70 inhibitors,MKP-3 inhibition
NC1=NC(=O)/C(=C/c2ccc(OC(=O)c3ccco3)cc2)S1,-0.6%,6%
Cc1oc(C(C)(C)C)cc1C(=O)NCC(=O)NCC(=O)O,4.8%,-3%
CC1CN(C(=O)c2cc3c(=O)n4ccccc4nc3s2)CC(C)O1 (stereo not given),3.8%,4%
O=C(Nc1ccc(-c2nc3ccccc3o2)cc1)c1cccs1,-0.7%,4%
CCOC(=O)C(C(=O)Nc1cccc(C)n1)C1CCCCC1 (stereo not given),-4.4%,0%
CCOC(=O)CN(Cc1ccc(OC)c(OC)c1)S(=O)(=O)c1ccc(OC)cc1,-2.2%,.
O=C(Nc1ccccc1)c1cccc(S(=O)(=O)Nc2ccccn2)c1,3.5%,6%
COc1cccc(C2NC(=O)NC(C)=C2C(=O)Nc2ccccc2Cl)c1 (stereo not given),0.5%,5%

Other records:
compound,Hsp70 inhibitors,MKP-3 inhibition
CC1(C)CC(=O)C=C(Nc2ccccn2)C1,4.9%,-1%
CCOC(=O)C(=O)N1CCN(c2ccccc2OC)CC1,5.3%,3%
O=C(CCC1CCCC1)N1CCN(C(=O)COc2ccccc2)CC1,2.6%,-3%
CN(C)c1ccc(CNc2ncc(Br)cc2Br)cc1,5.5%,.
CC1(C)Cc2ccccc2-c2nnc(SCC(=O)Nc3nc4ccccc4s3)n21,3.5%,-1%
O=C(Nc1ccc(Cl)cn1)C(c1ccccc1)c1ccccc1,-4.9%,-1%
NC(=O)SCC(=O)Nc1ccc(Cl)cc1,-3.8%&-2.0%,-2%&2%
Oc1cc(Cc2ccccc2)cnc1CN1CCCCC1,1.2%,-2%

(listing goes on)
compound,Hsp70 inhibitors,MKP-3 inhibition
c1ccc(-c2ncnc3nc4n(c23)CCC4)cc1,.,-2%
O=C1C2ON(c3ccc(Cl)cc3)C(c3cccs3)C2C(=O)N1c1cccc(C(F)(F)F)c1 (stereo not given),-9.7%,1%
Cc1cccc(NC(=O)N2CCC(NC(=O)c3ccccc3C)CC2)c1,6.0%,-4%
Cc1nnc(N/N=C/c2cccc(Br)c2)[nH]c1=O,2.7%,0%
Cc1cc(=S)[nH]c2ccccc12,3.8%,-3%
O=C(c1cc(F)c(F)cc1Cl)N1CCN(c2cc(N3CCCCC3)c(F)cc2[N+](=O)[O-])CC1,-1.2%,6%
COc1ccccc1C(=O)NNC(=O)COc1ccc(Cl)cc1Br,-3.3%,1%
O=c1[nH]c(Nc2nc3ccccc3o2)nc(O)c1Cc1ccccc1,7.0%,-5%

(cont.)
compound,Hsp70 inhibitors,MKP-3 inhibition
CCOc1ccccc1NC(=O)c1ccc(NC(=O)c2ccco2)cc1,-6.4%,.
CC(C)COc1ccc(C(=O)N/C(=C/c2ccccc2)C(=O)NCC(=O)OCc2ccccc2)cc1,-0.8%,0%
COc1ccc(NC(=O)c2c(OC)cccc2OC)c(OC)c1,3.0%&1.5%,-6%&3%
CN1CCN(C(=S)c2ccc(N(C)C)cc2)CC1,2.3%,8%
COc1ccc(S(=O)(=O)NCCc2ccccc2)cc1,0.2%&2.3%,2%
O=C(CSc1ncccn1)NC(=O)NCc1ccccc1,7.3%,-11%
OCCCN=c1cc(-c2ccccc2)oc2ccc(Cl)cc12,0.2%,.
COc1ccccc1N1CCN(C(=O)c2c(-c3ccccc3)noc2C)CC1,-4.7%,-7%

(cont.)
compound,Hsp70 inhibitors,MKP-3 inhibition
CCn1cc(C(=O)O)c(=O)c2cc([N+](=O)[O-])ccc21,-4.8%,2%
CC(C)(C)c1cc(=O)n2c(C#N)c(C#N)nc2[nH]1,1.4%,-11%
CCOC(=O)C(C)Oc1cc2oc(=O)cc(-c3ccccc3)c2cc1CC (stereo not given),0.3%,4%
O=C1CC(Nc2ccc3ccccc3c2)C(=O)N1Cc1ccccc1 (stereo not given),0.2%,.
CCC(Oc1ccccc1)C(=O)Nc1nnc(C)s1 (stereo not given),-3.6%,8%
CC1(C)Cc2nc3sc4c(N(CCO)CCO)ncnc4c3cc2CO1,8.2%,2%
O=C(COc1ccc(Cl)cc1Cl)NS(=O)(=O)c1ccccc1,2.8%,1%
Cc1ccc(C(C)(C)C)c(OCC(=O)Nc2ccc(C(=O)O)cc2)c1,0.2%,2%

(list continues)
compound,Hsp70 inhibitors,MKP-3 inhibition
O=C(O)c1cc(NC(=O)c2ccc3c(c2)C(=O)N(C2CCCCC2)C3=O)cc(C(=O)O)c1,.,1%
CCOC(=O)c1c(C)n(CCc2ccc(OC)c(OC)c2)c2ccc(OC)cc12,-3.2%,2%
O=C(CN1C(=O)CCC1=O)Nc1nc(-c2ccccn2)cs1,-4.8%,-12%
O=C(COC(=O)c1ccccc1NC(=O)c1ccccc1)c1ccc(Br)cc1,1.5%,2%
COc1ccc(N2C(=O)NC(=O)/C(=C/c3cccc(OCCOc4ccccc4)c3)C2=O)cc1,-2.7%,4%
O=C(C/C(=N/O)c1ccccc1O)C(F)F,-2.1%,0%
COCCN1C(=O)C(=O)/C(=C(/O)c2ccccc2)C1c1ccccc1OC (stereo not given),4.9%,2%
CCN(CC)c1ccc(/C=C2/C(=O)NN(c3ccccc3)C2=O)cc1,1.1%,4%

(continued)
compound,Hsp70 inhibitors,MKP-3 inhibition
COCC(=O)N(C)c1nnc(-c2cnc(C)cn2)s1,1.9%,-9%
COc1cc(Br)cc(CN2CCN(C=O)CC2)c1O,2.3%,-5%
O=C(NCN1CCCCC1)c1cnccn1,9.4%,7%
COn1c(SCc2ccc(Cl)cc2)nc2ccccc2c1=O,1.5%,.
NNC(=O)c1ccc(NS(=O)(=O)c2ccccc2)cc1,-7.7%,1%
O=C(NCCCN1CCOCC1)c1cc([N+](=O)[O-])cc([N+](=O)[O-])c1,4.1%,0%
COc1ccc(Cl)cc1C(=O)Nc1ccccc1Br,-3.3%,5%
COCCCNc1ncnc2ccc(C)cc12,1.1%,.

Further structures:
compound,Hsp70 inhibitors,MKP-3 inhibition
CC(C)N(CCc1ccncc1)C(=O)Nc1ccc(F)cc1,13%,-4%
CCCC1=C(C(=O)OCC)C(c2ccc(OC)c(OC)c2)NC(=O)N1 (stereo not given),-1.5%,0%
CC1CCCC(C)N1S(=O)(=O)c1ccc(S(=O)(=O)NCc2ccccc2)cc1 (stereo not given),0.0%,.
CCCCCCCCCCCCNC1CC(=O)NC1=O (stereo not given),-3.8%,1%
CCOC(=O)c1cnc2cc(C)nn2c1-c1ccccc1,-1.1%,.
CC(C)(C)C(=O)Nc1oc(-c2ccccc2)c(-c2ccccc2)c1C#N,-1.5%,1%
COc1cccc(NC(=O)CSc2nnnn2C(C)C)c1,3.8%,-11%
CCCS(=O)(=O)N1CCCC(C(=O)NCc2ccc(C)cc2)C1 (stereo not given),-4.2%,-2%

(cont.)
compound,Hsp70 inhibitors,MKP-3 inhibition
COCCn1c(N)c(C#N)c2nc3ccccc3nc21,1.9%,.
CC(C)(C)NCCCCOc1ccc(F)cc1,-2.9%,-2%
CS(=O)(=O)N(Cc1ccc(C(=O)NCCSc2ccccc2)cc1)c1ccccc1,7.4%,0%
N#Cc1c(NC(=O)CCn2cnc3ccccc3c2=O)oc(-c2ccccc2)c1-c1ccccc1,-0.4%,-12%
Cc1c(Cl)c([N+](=O)[O-])nn1CC(=O)N1CCCC1,-1.2%,2%
CC1(C)Cc2c(c(N3CCOCC3)nc3sc4c(NCc5ccco5)nnnc4c23)CS1,-2.1%,2%
Cn1c(SCc2cc(=O)[nH]c3ccccc23)nnc1-c1ccco1,1.5%,.
c1ccc(Cn2c(-c3ccco3)nc3nc4ccccc4nc32)cc1,-7.0%,-2%

New compounds follow:
compound,Hsp70 inhibitors,MKP-3 inhibition
CCC(C)n1c(S(=O)(=O)O)nc2ccccc21 (stereo not given),9.7%,.
O=C(Nc1cccnc1)c1ccc(-c2cccc(Cl)c2)o1,5.0%,2%
O=C1c2ccccc2-c2c1cccc2C(=O)N(CCO)CCO,0.9%,-7%
Cc1cccc(C(=O)NNC(=O)c2ccco2)c1O,-1.5%,0%
Cc1cccc(NC(=O)C2C(c3ccccc3)C2(Cl)Cl)c1C (stereo not given),5.0%,-4%
N#Cc1nc(N)nc(N(c2ccccc2)c2ccccc2)n1,-1.2%,2%
O=C1CC(c2ccc(Cl)cc2)CC2=C1C(c1ccccc1C(F)(F)F)Nc1ccccc1N2 (stereo not given),-1.6%,2%
O=C(O)C1CCCCC1C(=O)Nc1nc(-c2ccc(Cl)cc2Cl)cs1 (stereo not given),-3.9%,1%

Carrying on.
compound,Hsp70 inhibitors,MKP-3 inhibition
CC(CN1CCOCC1)OC(=O)c1ccc(Br)cc1 (stereo not given),4.5%,5%
Cc1ccc(S(=O)(=O)N2CCN(C(=O)C3CCCCC3)CC2)cc1,2.8%,-1%
Cc1ccc(C(=O)c2ccc(O)cc2)cc1C,-2.3%,-5%
Cc1nnc(C)c2c(C)n(C(C)c3ccccc3)c(C)c12 (stereo not given),0.3%,-9%
CS(=O)(=O)N(CC(=O)N1CCCCC1)c1ccc2c(c1)OCO2,2.7%,-5%
Cc1ccc(S(=O)(=O)N2CCN(c3nc(C(C)C)c4c(c3C#N)CC(C)(C)OC4)CC2)cc1,-26%,2%
CCOC(=O)c1c(OS(=O)(=O)c2ccc(C)cc2)c(C=O)n(C)c1C,-1.8%,4%
Cc1cc(OC(=O)N2CCOCC2)cc(C)c1Cl,0.8%,-6%

These rows are one share of the data; count on the stated rates, not on these rows.
